Assay outcomes (PubChem)
Vif-A3G inh – Vif-A3G binding inhibition. HeLa A3G-eYFP + Vif (tagged APOBEC3G with the HIV-1 protein that degrades it), YFP fluorescence, overnight. Potency, µM (series often up to 46.1 µM), without a hit: at the highest dose activity, negative = active, hits mostly inhibitors. 0.076% of 410,000 active. AID 602310;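 further: on the % scale 0 is the no-effect control and ±100 the full control effect; nearly all actives have a fitted effect of over 60% in size; hits raise eYFP signal because A3G escapes Vif-driven loss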
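Read-out is eYFP fluorescence (Ex 488/Em 500-530) from Vif-expressing HeLa A3G-eYFP cells; more signal means A3G escaped Vif-mediated degradation. Cells plated overnight, compound pinned in, incubated overnight at 37 deg C.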
12-LOX inh – inhibitors of human 12S-lipoxygenase ALOX12. purified 12hLO, xylenol orange hydroperoxide absorbance. Potency, µM (series often up to 108 µM), without a hit: at the highest dose activity change, negative = inhibition, usual class: inhibitors. 1.1% of 580,000 active. AID 1671190; further: on the % scale 0 is the no-effect control and ±100 the full control effect
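Purified human 12hLO at 150 nM in 25 mM Hepes, 0.01% Triton X-100, pH 7.0, preincubated 15 min at room temperature with compound. Reaction started with 40 uM arachidonic acid, 30 min at room temperature. Hydroperoxide measured by Fe-xylenol orange, 573/405 nm absorbance ratio.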
mIDH1 inhibitor – blocks human mutant IDH1 R132H enzyme; O75874; IDH1-R132H enzyme, NADPH consumption, diaphorase/resazurin fluorescence; Potency, µM (highest dose often 76.6 µM), inactives show at the highest dose activity change, negative = inhibition, actives largely listed as inhibitors; 0.093% of 390,000 active; further: on the % scale 0 is the no-effect control and ±100 the full control effect; nearly all actives have a fitted effect of over 65% in size
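IDH1-R132H (0.5 ug/mL) preincubated 30 min with compound, then NADPH (0.016 mM) and alpha-KG (2 mM) added; 80 min at RT, pH 7.5. Remaining NADPH coupled via diaphorase/resazurin to fluorescence (540/590 nm); concentration-response curves normalized to no-enzyme control.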
RXFP1 ag – RXFP1 (human) receptor agonism; AID 2676; 0.3% of 370,000 active; HEK293T-RXFP1 cAMP TR-FRET, 30 min; response scale: percent of porcine relaxin response, buffer zero; Q9HBX9; Potency, µM (doses to about 57.5 µM), inactives show at the highest dose activation, usual class: activators; further: on the % scale 0 is the no-effect control and ±100 the full control effect; nearly all actives have a fitted effect of over 60% in size; many of its hits are not listed in these tables
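HEK293T cells stably expressing RXFP1 were pretreated with the PDE4 inhibitor Ro 20174, exposed to compounds for 30 min at 37C, lysed, and cAMP was read by TR-FRET. Data normalized to buffer (basal) and 29 nM porcine relaxin (100%).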
Vif-A3F inh – Vif-A3F binding inhibition; HeLa A3F-eYFP + Vif (tagged APOBEC3F with the HIV-1 protein that degrades it), YFP fluorescence increase; AID 602313; Potency, µM (doses to about 46.1 µM), for the others: top-dose activity, negative = active; 0.2% of 390,000 active; further: % of control where 0% means no effect; nearly all actives have a fitted effect of over 65% in size
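Fluorescence increase (Ex 488/Em 500-530) after overnight compound treatment at 37 deg C flags inhibition of Vif-driven A3F-eYFP loss in stable HeLa A3F-eYFP/Vif cells seeded overnight beforehand.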
TrxR1 substrate – substrates of rat thioredoxin reductase 1; O89049; Potency, µM (doses to about 114 µM), for the others: at the highest dose activity change, negative = substrate turnover; 0.01% of 390,000 active; purified TrxR1 substrate turnover, NADPH consumption readout; further: on the % scale 0 is the no-effect control and ±100 the full control effect; nearly all actives have a fitted effect of over 50% in size
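Rat TrxR1, dispensed at 90 nM, was prereduced with 400 uM NADPH (final) for 5 min at ~22 deg C, then incubated with compound 15 min before 400 uM selenite. A first-read NADPH fluorescence drop versus no-compound background flagged substrates.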
USP1 inh – blocks the human USP1/UAF1 deubiquitinase complex; O94782; recombinant USP1/UAF1, Ub-Rhodamine cleavage fluorescence; Potency, µM (doses to about 57.1 µM), for inactives: at the top dose activity change, negative = inhibition, most hits filed as inhibitors; 0.23% of 390,000 active; AID 743255; further: on the % scale 0 is the no-effect control and ±100 the full control effect; nearly all actives have a fitted effect of over 60% in size; inactives centre near -12
Target sequence (O94782 whole entry, looked up): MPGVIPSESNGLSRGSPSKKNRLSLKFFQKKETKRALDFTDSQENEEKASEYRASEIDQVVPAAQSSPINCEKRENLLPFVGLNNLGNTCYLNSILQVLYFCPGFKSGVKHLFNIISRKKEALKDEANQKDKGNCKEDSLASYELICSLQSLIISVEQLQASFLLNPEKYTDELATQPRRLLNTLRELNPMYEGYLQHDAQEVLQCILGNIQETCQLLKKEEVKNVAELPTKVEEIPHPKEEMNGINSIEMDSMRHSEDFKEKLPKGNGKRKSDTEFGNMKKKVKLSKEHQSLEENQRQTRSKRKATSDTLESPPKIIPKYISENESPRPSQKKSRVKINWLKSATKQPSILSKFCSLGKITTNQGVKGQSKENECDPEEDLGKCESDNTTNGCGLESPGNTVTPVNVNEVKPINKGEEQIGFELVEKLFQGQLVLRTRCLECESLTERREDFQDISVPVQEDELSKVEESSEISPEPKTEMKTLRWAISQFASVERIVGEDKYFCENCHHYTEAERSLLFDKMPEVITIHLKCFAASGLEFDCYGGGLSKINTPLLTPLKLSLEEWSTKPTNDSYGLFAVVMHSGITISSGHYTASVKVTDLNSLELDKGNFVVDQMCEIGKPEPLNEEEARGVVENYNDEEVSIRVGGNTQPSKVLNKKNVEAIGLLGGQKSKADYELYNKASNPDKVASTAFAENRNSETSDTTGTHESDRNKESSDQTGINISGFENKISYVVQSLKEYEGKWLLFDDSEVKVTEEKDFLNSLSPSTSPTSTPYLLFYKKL
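USP1/UAF1 complex (1 nM) preincubated 15 min at room temperature with compound, then Ub-Rho substrate (150 nM final) added. Kinetic fluorescence at 480/540 nm over 6 reads at 60 s intervals; 50 mM HEPES pH 7.8, 0.5 mM EDTA, 0.1 mg/ml BSA, 1 mM TCEP, 0.01% Tween-20.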
RGS4 inhibitor – inhibitors of human regulator of G protein signaling 4. P49798. Transcreener GDP fluorescence polarization, RGS4-accelerated GTP hydrolysis. Potency, µM (titrated, usually from 114 µM), for the others: at the top dose activity change, negative = inhibition, actives largely listed as inhibitors. 0.039% of 390,000 active; further: on the % scale 0 is the no-effect control and ±100 the full control effect; nearly all actives have a fitted effect of over 75% in size; some results filed as inactive show a strong effect at the top dose
Target sequence (P49798 whole entry, looked up): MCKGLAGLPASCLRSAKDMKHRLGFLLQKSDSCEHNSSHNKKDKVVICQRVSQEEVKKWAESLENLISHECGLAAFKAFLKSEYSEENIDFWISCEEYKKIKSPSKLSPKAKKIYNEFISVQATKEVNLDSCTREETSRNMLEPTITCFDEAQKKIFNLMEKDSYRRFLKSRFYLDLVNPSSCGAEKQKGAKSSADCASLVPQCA
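MLSMR compounds (23 nl, pin-transferred) preincubated 10 min at room temperature with a 500nM (2x) first reagent, then RGS4 at 900nM (2x) plus Transcreener GDP mix added; fluorescence polarization (620/688 nm) read before and after 90 min at 30 °C.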
rTrxR1 inhibitor – rat TrxR1 inhibition | Potency, µM (series often up to 114 µM), without a hit: at the top dose activity change, negative = inhibition, usual class: inhibitors | 1% of 390,000 active | recombinant rTrxR1, NADPH fluorescence consumption, selenite substrate | O89049 | AID 588453; further: on the % scale 0 is the no-effect control and ±100 the full control effect; nearly all actives have a fitted effect of over 65% in size
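Rat TrxR1 (90 nM in the dispensed reagent) was pre-reduced with 400 uM NADPH for 5 min at room temperature, then incubated with compound for 15 min. After 400 uM selenite was added, NADPH fluorescence (Ex 340/Em 450 nm) was followed for 8 min.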
* = called active by the depositor; u = inconclusive; x = not tested or not shown; & = joins results of further samples; [ ] = dose if it differs, or a comment. The call rests on the fitted dose curve; in most records, active means well fitted curve in the direction sought with a large enough effect; inconclusive means small, poorly fitted or top-dose-only effect, or another doubt; inactive means no such curve, though single readings can be large; an effect the other way counts as inactive or inconclusive. Potency means the concentration at half of the fitted maximal effect. These rows are one share of the data. The share of hits here may be higher or lower than overall.

The line under a structure holds: Vif-A3G inh	12-LOX inh	mIDH1 inhibitor	RXFP1 ag	Vif-A3F inh	TrxR1 substrate	USP1 inh	RGS4 inhibitor	rTrxR1 inhibitor
1: CN(C)CC/C=C1\c2ccccc2Sc2cc(F)c(Cl)cc21
    -1%	u	4%	x	3%	3%[57.1 µM]	-18%	-21%	2%[57.1 µM]
2: CCN(CC)CCN(C(=O)c1cc2ccccc2cc1OC)c1nc2ccc(F)cc2s1
    3%	u	0%	-0.5%	-14%	2%	-24%	12%[11.4 µM]	11%
3: COc1ccccc1-c1cc(N)n(S(=O)(=O)c2ccc(F)c(C)c2)n1
    1%	8%	12%	-0.1%	0%	2%	-4%	-24%	25%
4: CCC1CN(C(=O)N2CCC(C(=O)NCc3ccc(F)cc3)CC2)c2ccccc2O1 (stereo not drawn)
    1%	23%	-3%	0.7%	-14%	-3%	-12%	18%	19%
5: CCn1c(-c2cccc(Br)c2)n[nH]c1=S
    -11%	u	7%	2.6%	-4%	6%[57.1 µM]	-11%	-32%	-19%[57.1 µM]
6: Cc1ccc(NC(=O)CCC(=O)N2Cc3ccccc3Oc3ncccc32)c(C)c1
    1%	-16%	0%	-0.3%	4%	8%	-19%	-3%	32%
7: CCOC(=O)c1sc(=S)n(C)c1NC(=O)c1cccc(Br)c1
    0%	u	-3%	0.8%	-12%	-4%[57.1 µM]	-3%	u	-8%[57.1 µM]
8: O=C(CSc1nnc(CN2CCOCC2)n1-c1ccccc1)Nc1ccc(Cl)cc1
    -3%	0%[57.4 µM]	1%	0.1%	-6%	0%	-19%	-34%	-1%
9: COCCOC(=O)C1=C(C)NC(=O)NC1c1ccc(OC(=O)c2ccco2)c(OC)c1 (stereo not drawn)
    -1%	-2%	6%	0.1%	4%	15%[57.1 µM]	-7%	3%	4%[57.1 µM]
10: CCc1ccccc1-n1c(SCC(=O)N2CCCC2)nc2[nH]ncc2c1=O
    0%	13%	0%	-4.0%	-1%	-3%	-12%	-6%	20%
11: NS(=O)(=O)c1ccc(NC(=S)NCCc2ccccc2)cc1
    -5%	u	0%	2.1%	9%	-7%	-3%	-63%[56.9 µM]	-32%
12: Cc1sc2nc(C)n(/N=C/c3ccccc3)c(=O)c2c1C
    -1%	-4%	0%	0.3%	-5%	6%	-22%	10%	19%
13: O=C(CNCC1CCCO1)N1CCCc2ccccc21 (stereo not drawn)
    -2%	-11%	-10%	0.0%	0%	27%	-16%	-15%	u
14: CCc1ccc(OCC(=O)NC(NC(=S)Nc2ccc(C)cc2C)C(Cl)(Cl)Cl)cc1 (stereo not drawn)
    -20%	u	-4%	2.8%	-8%	-8%	-9%	-45%	7%[57.1 µM]
15: O=C(NCc1ccc2c(c1)OCO2)c1cc(-n2cnnc2)ccc1Cl
    1%	u	1%	0.6%	-2%	-11%	-10%	23%	-15%
16: O=C(c1cccc(F)c1)N1CCN(S(=O)(=O)Cc2ccccc2)CC1
    -4%	12%	5%	4.0%	-7%	5%	-10%	-7%	9%
17: O=C(C1CCCC1)N1CCN(S(=O)(=O)c2cccc(Cl)c2Cl)CC1
    0%	1%	-9%	4.6%	13%	-8%	-5%	24%	-4%
18: O=C(COC(=O)c1ccc(OC(F)F)cc1)Nc1cccc(S(=O)(=O)NC2=NCCC2)c1
    0%	4%	0%	0.1%	u	7%	-19%	-15%	23%
19: CCOCCCn1c(SCc2nc3ccccc3s2)nc2ccccc2c1=O
    -19%	-23%	3%	-3.6%	-13%	5%	u	1%	14%[0.457 µM]
20: Cc1cc(N2CCN(S(=O)(=O)c3ccc(C)c(C)c3)CC2)c2ccccc2n1
    0%	-9%	-1%	0.0%	-5%	-2%	-15%	7%	16%

Next section; the last 6 above are carried over.
The line under a structure holds: Vif-A3G inh	12-LOX inh	mIDH1 inhibitor	RXFP1 ag	Vif-A3F inh	TrxR1 substrate	USP1 inh	RGS4 inhibitor	rTrxR1 inhibitor
15: O=C(NCc1ccc2c(c1)OCO2)c1cc(-n2cnnc2)ccc1Cl
    1%	u	1%	0.6%	-2%	-11%	-10%	23%	-15%
16: O=C(c1cccc(F)c1)N1CCN(S(=O)(=O)Cc2ccccc2)CC1
    -4%	12%	5%	4.0%	-7%	5%	-10%	-7%	9%
17: O=C(C1CCCC1)N1CCN(S(=O)(=O)c2cccc(Cl)c2Cl)CC1
    0%	1%	-9%	4.6%	13%	-8%	-5%	24%	-4%
18: O=C(COC(=O)c1ccc(OC(F)F)cc1)Nc1cccc(S(=O)(=O)NC2=NCCC2)c1
    0%	4%	0%	0.1%	u	7%	-19%	-15%	23%
19: CCOCCCn1c(SCc2nc3ccccc3s2)nc2ccccc2c1=O
    -19%	-23%	3%	-3.6%	-13%	5%	u	1%	14%[0.457 µM]
20: Cc1cc(N2CCN(S(=O)(=O)c3ccc(C)c(C)c3)CC2)c2ccccc2n1
    0%	-9%	-1%	0.0%	-5%	-2%	-15%	7%	16%
21: O=C(CCS(=O)(=O)c1nc(-c2ccc3c(c2)OCO3)cc(C(F)(F)F)n1)Nc1ccccc1F
    -25%	u	0%	16%	-7%	16%	u	-19%	u
22: O=C(NNC(=O)C12CC3CC(CC(Cl)(C3)C1)C2)c1csc(N2CCOCC2)n1
    0%	x	11%	-0.1%	1%	6%	-12%	-4%	13%
23: COc1ccc(N(C)S(=O)(=O)c2cccc(C(=O)N3CCN(Cc4ccc5c(c4)OCO5)CC3)c2)cc1
    1%	5%	4%	0.0%	9%	-17%	-6%	u	-31%
24: CC(C)(C)n1cnc2cc(NC(=O)c3cccs3)ccc21
    0%	0%	17%	1.2%	9%	10%[57.1 µM]	-10%	-10%	26%[57.1 µM]
25: COc1ccc(OC)c(NC(=O)c2ccc(OC3CSC3)cc2)c1
    -8%	0%	4%	0.3%	4%	5%[57.1 µM]	-12%	-47%	17%[57.1 µM]
26: Cc1ccc(NC(=O)N2CCCC2C(=O)Nc2ccc3c(c2)OCCO3)cc1 (stereo not drawn)
    -7%	1%	-1%	0.7%	4%	-4%	-13%	10%	0%
27: CCOc1c2ccccc2nn1CCOC
    -2%	-17%	-3%	-0.1%	2%	-3%	14%	19%	0%
28: Cn1c(=O)cc(SCC(=O)N2CCN(c3ccccc3F)CC2)c2ccccc21
    3%	-27%	0%	0.6%	-3%	-2%	-21%	-11%	12%
29: CCC1CCCCN1S(=O)(=O)c1ccc(NC(=O)CSc2ncccc2C(=O)O)cc1 (stereo not drawn)
    0%	-14%	6%	0.3%	-2%	12%	8%	-12%	19%
30: CC(C)(C)OC1NS(=O)(=O)OCC1NCOC(Cl)(Cl)Cl (stereo not drawn)
    3%	-11%	-14%	-1.4%	0%	5%	-27%	-44%	1.8µM*
31: CCOc1ccccc1NC(=O)C1CCN(S(=O)(=O)c2ccc3c(c2)CCCN3C(C)=O)CC1
    3%	-15%	-2%	3.5%	0%	-7%[57.1 µM]	-24%	16%	-5%[57.1 µM]
32: CCC1CN(C(=O)N2CCC(C(=O)NCCC3=CCCCC3)CC2)c2cc(C)ccc2O1 (stereo not drawn)
    3%	-31%	5%	6.9%	1%	-6%	-4%	-4%	19%
33: O=C(NC(=S)NCc1ccco1)c1ccccc1
    2%	-13%	3%	-0.1%	1%	-19%[57.1 µM]	-1%	-41%	15%[57.1 µM]
34: CCOC(=O)CC(=O)CSc1nc2c(cc1C#N)CCCCC2
    0%	u	-1%	3.9%	0%	38%[activator]	-12%	-36%	u
35: COc1ccc(S(=O)(=O)N2CCN(c3ccccc3OC)CC2)cc1
    -2%&-2%	31%&-22%	14%&-4%	1.3%&1.4%	-2%&-1%	7%[2.29 µM]	-22%&-3%	-28%&1%	33%
36: CCOc1ccc2c(c1)c(=O)c(C(=O)c1ccc3c(c1)OCO3)cn2Cc1cccc(F)c1
    -1%	u	-12%	-0.7%	1%	3%	-22%	3%	23%
37: S=c1[nH]ccn1-c1cccc(Cl)c1
    -9%	u	8%	4.9%	4%	-8%	-1%	-22%	-21%
38: COc1ccccc1N1CCN(C(=O)C2CCN(C(=O)c3ccccc3C)CC2)CC1
    0%	-11%	3%	-0.4%	-3%	-6%	-18%	14%	u
39: Cc1cc(C(=O)NN=C(CCC(=O)O)c2cccs2)c(C)o1
    1%	11%	7%	x	4%	-17%	-13%	16%	-25%
